# From PubChem
# PV pol inh = poliovirus RdRp elongation inhibitors, primary screen, biochemical, fluorescence polarization, total intensity. Genome polyprotein (Poliovirus type 1 (strain Mahoney)), P03300. poliovirus polymerase elongation; hits give low values. AID 588519, 2011. 0.66% of 150,000 active. % elongation, % (compound at 16.7 µg/mL); in the data active means % elongation below about 90%; further: some results filed as inactive read as strong as hits
# Target sequence (P03300 1749-2209 limits assumed): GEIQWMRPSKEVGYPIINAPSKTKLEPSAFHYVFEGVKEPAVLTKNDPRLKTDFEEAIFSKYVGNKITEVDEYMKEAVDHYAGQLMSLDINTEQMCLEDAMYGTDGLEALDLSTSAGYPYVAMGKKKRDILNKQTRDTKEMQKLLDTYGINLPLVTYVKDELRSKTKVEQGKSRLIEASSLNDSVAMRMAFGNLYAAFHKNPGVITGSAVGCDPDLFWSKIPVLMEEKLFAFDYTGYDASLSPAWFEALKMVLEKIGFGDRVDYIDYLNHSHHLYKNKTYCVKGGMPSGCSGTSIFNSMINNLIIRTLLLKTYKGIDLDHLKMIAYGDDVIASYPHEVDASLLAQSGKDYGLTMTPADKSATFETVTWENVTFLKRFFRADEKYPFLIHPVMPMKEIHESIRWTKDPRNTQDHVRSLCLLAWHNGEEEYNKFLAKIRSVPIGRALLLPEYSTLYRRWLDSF
# PV pol inh FP z-score = recorded beside PV pol inh, whose call it bears; z-score; measured here: FP z-score; hits read low
# An asterisk follows results filed as active. These rows are one share of the data; count on the stated rates, not on these rows.
SMILES,PV pol inh,PV pol inh FP z-score
COc1ccc(NC(=O)NCCC2=CCCCC2)cc1,103,0.4
Cc1ccccc1OCC(=O)O/N=C(\N)c1ccncc1,102,0.1
COCC(C)NC(=O)c1ccc(NS(=O)(=O)c2ccccc2)cc1 (stereo unspecified),100,-0.7
O=C(COC(=O)Cc1ccc(Cl)cc1)NCC1CCCO1 (stereo unspecified),102,0.3
CCc1ccc(C2NC(=O)NC(C)=C2C(=O)Nc2ccccc2)cc1 (stereo unspecified),103,0.1
O=C(Cc1cn2ccsc2n1)NCCc1ccc(F)cc1,103,0.3
COc1cccc(/C=N/NC(=O)c2cccc(C)c2)c1O,104,0.6
Cc1ccc(-n2nc(C)c3c(C)c(CCC(=O)NCc4ccccc4Cl)c(C)nc32)cc1,106,0
Fc1ccc(-n2ncc3c(Nc4cccc(Cl)c4)ncnc32)cc1,113,1.1
Clc1ccc(CCNC(c2nnc(-c3ccccc3)o2)c2ccccc2Cl)cc1 (stereo unspecified),109,1.1
Clc1ccc(C2=NN(Cc3ccccc3)CC2)s1,104,0.7
CCOc1ccc(-c2ncnn2-c2sc3c(c2C#N)CCCCC3)cc1,106,0.3
O=C(O)CSCC(=O)Nc1ccccc1,104,0.1
COc1ccc(Cn2c(C(=O)O)c(CNCc3cccc(OC)c3)c3ccc(C)cc32)cc1,111,0.6
CS(=O)(=O)N(CC(=O)NCc1ccco1)c1ccccc1Br,103,0.4
O=S(=O)(CCN1CCN(c2ccccn2)CC1)c1ccc(F)cc1,102,0.3
CCOC(=O)c1sc(N(Cc2ccccc2)C(=O)CN2CCN(C(C)=O)CC2)nc1C,103,0
Cc1ccc[n+](CC(=O)c2cccs2)c1,103,0.5
CC(C)OC(=O)C(C)Nc1n[nH]c(=O)[nH]c1=O (stereo unspecified),108,0.5
CC1CCN(CC(O)COc2ccccc2)CC1 (stereo unspecified),102,-0.2
O=C(c1cccs1)N1CCN(c2ccccn2)CC1,99,-0.2
Cc1ccc(-n2nc(CO)c(C(=O)NCc3cccnc3)n2)cc1C,107,0
CCN(CC)c1nc2ccccc2c(=O)s1,111,0.8
Cc1ccccc1C(=O)NC1CCN(CC(=O)N2CCCCC2C)CC1 (stereo unspecified),102,-0.2
O=c1c(I)cn(Cc2ccccc2)c(=O)n1Cc1ccccc1,101,0
O=C1c2ccncc2C(=O)N1CNc1ccccc1,101,-0.4
O=C(Cn1nc(C(=O)O)c2ccccc2c1=O)NC(=O)NCc1ccco1,102,0.1
C=C(C)c1cccc(C(C)(C)NC(=O)NCC2CCCO2)c1 (stereo unspecified),105,0
CN(CCC#N)C(=O)c1ccc2c(c1)N(Cc1cccc(Cl)c1)C(=O)c1ccccc1S2=O (stereo unspecified),100,-0.2
CC(C)(C)NC(=O)Cn1nnc(-c2cccs2)n1,101,0.4
N#CCCn1cc(C(=O)Nc2ccccc2)c(-c2ccc3c(c2)OCCO3)n1,104,0.7
COc1cc(CO)ccc1OCc1ccc(Cl)cc1,99,-0.3
CCOc1cc(CNC(=O)Cn2c(-c3cccs3)cc3cc(F)ccc32)ccc1OC,113,0.5
CCN1Cc2cccc(CNc3cc(C)cc(C)c3)c2C1,100,-0.3
O=C(N/N=C/c1ccccc1O)c1c[nH]c2ccccc12,105,0.4
Cc1ccc(S(=O)(=O)Cc2ccc(C(=O)N3CCN(c4cccc(Cl)c4)CC3)o2)cc1,105,0.1
CC(=O)Oc1cccc2ccc(C#N)nc12,98,-0.6
CCOc1ccc(N(CC(=O)Nc2ccccc2CC)S(=O)(=O)c2c(C)noc2C)cc1,108,0.7
CC1CCc2c(sc3nc(-c4ccc(Cl)cc4)cn23)C1 (stereo unspecified),101,-0.2
O=S(=O)(CCN1CCOCC1)c1ccc(F)cc1,99,-0.8
O=C(O)C1CCCCN1Cc1ccco1 (stereo unspecified),99,-0.9
COCCCNC(=O)CN1C(=O)CSc2ccc(S(=O)(=O)N3CCOCC3)cc21,105,-1.4
O=C(CSc1nc2ccccc2c2nc(-c3ccccc3)nn12)Nc1ccc(Br)cc1,110,0.9
COc1ccc(/C=C/C(=O)Nc2ccc3c(c2)OCO3)cc1S(=O)(=O)N1CCCCC1,101,-0.2
Cc1nn(CC(=O)N2CCCCC2)c(C)c1S(=O)(=O)NC(C)(C)C,109,0.7
Cc1ccc(-n2c(=O)c3oc4ccccc4c3n(Cc3ccccc3F)c2=O)cc1C,109,0.5
O=C(c1ccco1)N1CCC(N(CCc2ccccc2)Cc2ccccc2)CC1,101,0
COC(=O)C1=CN2C(C=C1)C(C(=O)OC)(C(=O)OC)[C@@H](c1cccnc1)[C@@H]2C#N (stereo partly specified),44,-4.9
COc1cccc(-c2nc3cc(OC)c(OC)cc3c(=O)o2)c1,102,0.2
CCc1cccc(NC(=O)Cn2c(=O)n(CC3CCC(C(=O)NC)CC3)c(=O)c3sccc32)c1 (stereo unspecified),107,0.2
Cc1n[nH]c(C)c1NC(=O)CN(C)C(=S)NC1CC2CCC1C2 (stereo unspecified),103,0.2
CCOc1cc(C2NS(=O)(=O)N=C3CCCN32)ccc1OCCOc1cccc(C)c1 (stereo unspecified),105,0.3
COc1cccc(NC(=O)C(Cc2ccccc2)NS(=O)(=O)c2ccc3c(c2)c(=O)n(C)c(=O)n3C)c1 (stereo unspecified),102,-0.1
Cc1cc(NC(=O)COC(=O)/C=C/c2ccccc2Cl)no1,103,0.1
O=C(NN=C1CCCCC1)c1n[nH]c2c1CCC2,103,0.2
CCOC(=O)c1cccc(OCC(O)CN(C)Cc2ccc(C)o2)c1 (stereo unspecified),97,-0.5
O=C(c1ccc(-n2cccn2)cc1)N1CCCC1c1ccc2c(c1)OCCCO2 (stereo unspecified),102,-0.3
Cc1cccc(C)c1NC(=O)CSc1nc(-c2ccccc2)nc2c1Cc1c(CO)cnc(C)c1O2,109,0.5
S=C(NCCN1CCCCC1)Nc1ccccc1,101,-0.3
Cc1ccc(-n2c(=O)c3sccc3n(CC(=O)c3ccc(Br)cc3)c2=O)cc1F,103,0.8

# The list goes on.
SMILES,PV pol inh,PV pol inh FP z-score
COC(=O)c1ccccc1NC(=O)CCc1ccc(OC)cc1,102,0.1
CC(=O)O[C@]1(C(C)=O)CCC2C3C=C(C)C4=CC(=O)CCC4(C)C3CCC21C (stereo partly specified),100,0.1
O=C(Nc1ccc(C23CC4CC(CC(C4)C2)C3)cc1)c1cccs1,103,0.4
CCOC(=O)c1cc(Sc2n[nH]c(-c3ccccc3)n2)cc(C(=O)OCC)n1,102,0
COc1ccc(-c2nc3cc(NC(=O)c4ccc(C)cc4)ccc3o2)cc1Cl,105,0.2
Nn1c(SCC(=O)Nc2cccc(Br)c2)nnc1C(F)(F)F,97,-0.8
COc1ccc(CNC(=O)CCCN2C(=O)CSc3c2c(C)nn3-c2ccccc2)c(OC)c1,105,-0.2
O=C(Nc1ccc(N2CCN(C(=O)c3ccco3)CC2)cc1)c1ccccc1,103,0.4
Cn1c2c(c(=O)[nH]c1=O)C(NC(=O)c1ccccc1)(C(F)(F)F)C(=O)N2 (stereo unspecified),100,-0.3
Nc1ncn(C2O[C@H](CO)[C@H](O)[C@@H]2O)c(=O)n1 (stereo partly specified),103,0.4
Cc1ccc(C(=O)O)cc1NCc1ccccn1,101,-0.2
CC(=O)N1CN(C2CCS(=O)(=O)C2)Cc2c1sc1c2CCCC1 (stereo unspecified),102,0.1
Cn1c(=O)[nH]c(=O)c2c1ncn2CC(O)CO (stereo unspecified),100,-0.2
COc1ccccc1CN1CCC(CNC(=O)c2cnn(-c3ccc(C)c(C)c3)c2C2CCN(C(=O)OC(C)(C)C)CC2)CC1,109,0.6
CC(=O)Nc1ccc(OCC(=O)N(CC(C)C)C2CCS(=O)(=O)C2)cc1 (stereo unspecified),101,-0.2
CCC1(C)Cc2c(C#N)c(N)n(N)c(=S)c2CO1 (stereo unspecified),99,-0.3
O=c1sn(-c2ccc(F)c(Cl)c2)c(=O)n1C1Cc2ccccc2C1,95,-1.8
CSc1ccccc1NS(=O)(=O)c1ccccc1C(F)(F)F,107,0.4
COc1ccc(-n2c(=O)c3ccccc3n(Cc3ccc(F)cc3Cl)c2=O)cc1OC,107,0.4
CCn1c(=O)c2ccccc2n(CC(=O)NCCc2ccc(OC)c(OC)c2)c1=O,106,1.4
COc1ccc(NC2SC(=O)N(Cc3ccccc3)C2=O)cc1 (stereo unspecified),101,-0.2
Cc1ccccc1N1C(=O)c2ccc(C(=O)OCc3nnc(-c4cccs4)o3)cc2C1=O,108,0.7
Cc1ccc(S(=O)(=O)Nc2ccc3nc(C)sc3c2)cc1,102,-0.1
CC(=O)N1N=C(N)SC1(C)c1ccccc1 (stereo unspecified),103,0.2
O=C(NC1CCCCCC1)C1CCN(C(=O)Cc2ccccc2)CC1,103,-0.1
N#Cc1ccc(C=Nc2ccc(C(N)=O)cc2)cc1,103,0.4
N#CC1=C(Nc2ccc(Br)cc2)CCC1,98,-0.1
O=C(OCC(=O)N1c2ccccc2Sc2ccccc21)C1CC(=O)N(Cc2ccco2)C1 (stereo unspecified),105,0.4
CCc1cccc(NC(=O)C2CCN(c3nnc(-n4cccc4)s3)CC2)c1,101,0.1
Cc1cccn2c(=O)c(/C=C3\SC(=S)N(C(C)C)C3=O)c(N3CC(C)OC(C)C3)nc12 (stereo unspecified),119,4.5
Cc1oc(-c2ccc(Cl)cc2)nc1CN1CCC(C(=O)NC(C)CCc2ccccc2)CC1 (stereo unspecified),101,-0.1
COc1cccc(CNC(=O)Cn2c(=O)oc3cc(S(=O)(=O)N4CCCC4)ccc32)c1,106,-0.2
O=C(CSc1nncn2c1cc1occc12)Nc1ccccc1C(F)(F)F,103,-0.7
Cc1cccnc1NCC(O)COc1ccccc1 (stereo unspecified),99,-0.4
Cc1[nH][nH]c(=O)c1C(c1cccc(Cl)c1)C(C#N)C#N (stereo unspecified),100,-0.6
NC(=O)C1CC(=O)N(c2ccc(OCC(=O)N3CCCC3)cc2)C1 (stereo unspecified),101,-0.4
CC(C)C(=O)Nc1ccc2nc(SCC(=O)N3CCCC3)sc2c1,109,0.6
CN1C(=O)C(=Cc2ccccc2OCc2ccccc2)C(=O)N(C)C1=S,100,-0.3
COc1ccc(S(=O)(=O)NCc2csc(-c3ccccc3)n2)cc1OC,105,1.1
Cc1ccccc1-n1c(SCC(=O)O)nc2sc3c(c2c1=O)CC(C)(C)OC3,102,0
COc1ccc(NC(=O)CCNS(=O)(=O)c2ccc3c(c2)c(=O)n(C)c(=O)n3C)cc1,102,0.4
COc1ccc(OCC2NCCc3cc(OC)c(OC)cc32)cc1 (stereo unspecified),104,0.5
COc1ccc(-c2nc(SCC(=O)Nc3ccc4c(c3)OCCO4)c(-c3ccc(F)cc3)[nH]2)cc1,111,-0.2
CC1CC2C3CCC4=CC(=O)C=C[C@]4(C)[C@@]3(F)[C@@H](O)C[C@]2(C)[C@@]1(O)C(=O)CO (stereo partly specified),101,0.2
COc1ccc(-c2[nH]ncc2CN2CCC(O)(c3ccc(Cl)cc3)CC2)cc1,102,0.3
COC(=O)c1sc2cccc(F)c2c1S(=O)(=O)N1CCN(c2cccc(OC)c2)CC1,113,1.9
Cc1ccc2oc(C(=O)Nc3sc4c(c3C(=O)NCc3cccnc3)CCCC4)cc(=O)c2c1,112,0.8
Cc1c(CCC(=O)NCCc2ccccc2)c(=O)oc2c(C)c(O)ccc12,110,0.7

# Arranged by molar mass (lowest first): part of the list above
SMILES,PV pol inh,PV pol inh FP z-score
CC(C)OC(=O)C(C)Nc1n[nH]c(=O)[nH]c1=O (stereo unspecified),108,0.5
COc1cc(CO)ccc1OCc1ccc(Cl)cc1,99,-0.3
Cc1ccccc1OCC(=O)O/N=C(\N)c1ccncc1,102,0.1
C=C(C)c1cccc(C(C)(C)NC(=O)NCC2CCCO2)c1 (stereo unspecified),105,0
COc1cccc(-c2nc3cc(OC)c(OC)cc3c(=O)o2)c1,102,0.2
Cc1ccc(S(=O)(=O)Nc2ccc3nc(C)sc3c2)cc1,102,-0.1
O=C(Nc1ccc(C23CC4CC(CC(C4)C2)C3)cc1)c1cccs1,103,0.4
CCOC(=O)c1cccc(OCC(O)CN(C)Cc2ccc(C)o2)c1 (stereo unspecified),97,-0.5
CCOc1ccc(-c2ncnn2-c2sc3c(c2C#N)CCCCC3)cc1,106,0.3
Cc1c(CCC(=O)NCCc2ccccc2)c(=O)oc2c(C)c(O)ccc12,110,0.7
CC(=O)O[C@]1(C(C)=O)CCC2C3C=C(C)C4=CC(=O)CCC4(C)C3CCC21C (stereo partly specified),100,0.1
O=C(CSc1nncn2c1cc1occc12)Nc1ccccc1C(F)(F)F,103,-0.7
COc1ccc(-c2nc3cc(NC(=O)c4ccc(C)cc4)ccc3o2)cc1Cl,105,0.2
COC(=O)C1=CN2C(C=C1)C(C(=O)OC)(C(=O)OC)[C@@H](c1cccnc1)[C@@H]2C#N (stereo partly specified),44,-4.9
COCCCNC(=O)CN1C(=O)CSc2ccc(S(=O)(=O)N3CCOCC3)cc21,105,-1.4
Cc1ccccc1N1C(=O)c2ccc(C(=O)OCc3nnc(-c4cccs4)o3)cc2C1=O,108,0.7
Cc1ccc(-n2nc(C)c3c(C)c(CCC(=O)NCc4ccccc4Cl)c(C)nc32)cc1,106,0
Cc1oc(-c2ccc(Cl)cc2)nc1CN1CCC(C(=O)NC(C)CCc2ccccc2)CC1 (stereo unspecified),101,-0.1
Cc1ccc2oc(C(=O)Nc3sc4c(c3C(=O)NCc3cccnc3)CCCC4)cc(=O)c2c1,112,0.8
COc1ccc(CNC(=O)CCCN2C(=O)CSc3c2c(C)nn3-c2ccccc2)c(OC)c1,105,-0.2
COc1cccc(NC(=O)C(Cc2ccccc2)NS(=O)(=O)c2ccc3c(c2)c(=O)n(C)c(=O)n3C)c1 (stereo unspecified),102,-0.1

# New compounds follow
SMILES,PV pol inh,PV pol inh FP z-score
CCOc1ccc(NS(=O)(=O)c2ccc3[nH]cc(C(=O)NCC4CCCO4)c(=O)c3c2)cc1 (stereo unspecified),113,1.2
Cc1cccc(-c2nnc(SCC(=O)N3CCCCC3C)o2)c1 (stereo unspecified),100,-0.3
O=C(O)CNS(=O)(=O)c1ccc2ccccc2c1,103,0.3
CCNC(=O)Cn1cc(C#N)c2ccccc21,101,-0.1
CCN(CC)c1nc(-c2ccccc2)nc2ccccc12,100,-0.3
Nc1ccc(/C=C/c2ccccc2)cc1,106,0.3
Fc1cccc(CN2CCN(Cc3ccccc3)CC2)c1,101,-0.1
CCCCn1nnnc1COC(=O)c1ccccc1O,98,-0.7
O=c1oc(-c2cccs2)nc2ccc(Br)cc12,101,0
